CendR NRP1 mod – modulators of CendR peptide binding to NRP-1, primary screen, biochemical, fluorescence polarization, uHTS | Neuropilin-1 (Homo sapiens), O14786 | FAM-RPARPAR peptide binding to NRP-1 | inhibition, % at 25 µM | 0.85% of 360,000 active | AID 602438, 2012;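 active = inhibition or corrected inhibition above about 18%, plus a signal ratio from 0.5 to 1.5, limit read from the data, passing the limit was not always enough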; also: strong numbers were not always called active
Scp-1 inhibitor – Scp-1 phosphatase inhibitors, primary screen, biochemical, colorimetric, uHTS; Carboxy-terminal domain RNA polymerase II polypeptide A small phosphatase 1 (Homo …; inhibition, % at 20 µM; Recombinant Scp1, phosphopeptide, malachite green phosphate absorbance; AID 493091, 2011; 0.88% of 340,000 active;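 active = inhibition above about 50% at 20 µM, limit read from the data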;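 also: plate controls were DMSO wells with enzyme for no effect and wells lacking enzyme for full effect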
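Incubation: 45 min enzyme reaction at room temperature / System: truncated SCP-1 phosphatase (76-261aa) / Reagent: Phospho 17-mer peptide substrate / Buffer or medium: Acidic Tris acetate buffer with magnesium and detergent / Signal: absorbance at 630 nm / Doses: one concentration, 20 µM, with 1.0% DMSO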
bovine MsrA act – bovine MsrA enzyme activators, primary screen, biochemical, absorbance, HTS; Methionine sulfoxide reductase A (Bos taurus); purified bovine MsrA, absorbance read-out; activation, % at 10.6 µM; 0.3% of 360,000 active; in the data active = activation above about 7.5%;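 also: 0% = vehicle and 100% = reference activator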
MsrA inhibitor – bovine MsrA enzyme inhibitors, primary screen, biochemical, absorbance, HTS. Methionine sulfoxide reductase A (Bos taurus). purified bovine MsrA, absorbance read-out. inhibition, % at 15.5 µM. 0.75% of 360,000 active; in the data active = inhibition above about 4.5%;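 also: 0% = vehicle wells with enzyme and 100% = reference inhibitor wells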
E coli Lon inh – inhibitors of E. coli Lon protease, primary screen, biochemical, fluorescence polarization; inhibition, % at 7.94 µM; P0A9M0; purified E. coli Lon protease; 0.42% of 360,000 active; AID 602123, 2011; in the data active = inhibition above about 13%, passing the limit was not always enough;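 also: 0% = enzyme with probe and DMSO and 100% = no enzyme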
LMPTP inh – LMPTP phosphatase inhibitors, primary screen, biochemical, fluorescence intensity, uHTS; Low molecular weight phosphotyrosine protein phosphatase (Homo sapiens), P24666; 0.22% of 360,000 active; inhibition, % at 20 µM; recombinant LMPTP-A, OMFP fluorogenic substrate;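 active = compounds that cut the enzyme signal by at least half of the control window in the single-dose screen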;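 also: plate controls were DMSO wells with enzyme plus substrate for no effect and substrate without enzyme for full effect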
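test system = LMPTP-A | amount = 0.625 nM LMPTP-A final | reagent = fluorogenic phosphatase substrate OMFP at 400 µM final | incubation = 50 min at room temperature | benchmarks = no-enzyme low control, uninhibited high control | medium = Bis-Tris pH 6.0, DTT, detergent | signal = fluorescence intensity of OMFP turnover product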
DNMT1 block – human DNMT1 methyltransferase inhibitors, primary screen, biochemical, molecular beacon, fluorescence, HinP1I cleavage, uHTS; DNA (cytosine-5)-methyltransferase 1 (Homo sapiens), P26358; inhibition (reported as % activation of signal), % at 10 µM; 0.83% of 360,000 active; AID 588458, 2011; in the data active = inhibition above about 50%
Target sequence (P26358 504-1616 limits assumed): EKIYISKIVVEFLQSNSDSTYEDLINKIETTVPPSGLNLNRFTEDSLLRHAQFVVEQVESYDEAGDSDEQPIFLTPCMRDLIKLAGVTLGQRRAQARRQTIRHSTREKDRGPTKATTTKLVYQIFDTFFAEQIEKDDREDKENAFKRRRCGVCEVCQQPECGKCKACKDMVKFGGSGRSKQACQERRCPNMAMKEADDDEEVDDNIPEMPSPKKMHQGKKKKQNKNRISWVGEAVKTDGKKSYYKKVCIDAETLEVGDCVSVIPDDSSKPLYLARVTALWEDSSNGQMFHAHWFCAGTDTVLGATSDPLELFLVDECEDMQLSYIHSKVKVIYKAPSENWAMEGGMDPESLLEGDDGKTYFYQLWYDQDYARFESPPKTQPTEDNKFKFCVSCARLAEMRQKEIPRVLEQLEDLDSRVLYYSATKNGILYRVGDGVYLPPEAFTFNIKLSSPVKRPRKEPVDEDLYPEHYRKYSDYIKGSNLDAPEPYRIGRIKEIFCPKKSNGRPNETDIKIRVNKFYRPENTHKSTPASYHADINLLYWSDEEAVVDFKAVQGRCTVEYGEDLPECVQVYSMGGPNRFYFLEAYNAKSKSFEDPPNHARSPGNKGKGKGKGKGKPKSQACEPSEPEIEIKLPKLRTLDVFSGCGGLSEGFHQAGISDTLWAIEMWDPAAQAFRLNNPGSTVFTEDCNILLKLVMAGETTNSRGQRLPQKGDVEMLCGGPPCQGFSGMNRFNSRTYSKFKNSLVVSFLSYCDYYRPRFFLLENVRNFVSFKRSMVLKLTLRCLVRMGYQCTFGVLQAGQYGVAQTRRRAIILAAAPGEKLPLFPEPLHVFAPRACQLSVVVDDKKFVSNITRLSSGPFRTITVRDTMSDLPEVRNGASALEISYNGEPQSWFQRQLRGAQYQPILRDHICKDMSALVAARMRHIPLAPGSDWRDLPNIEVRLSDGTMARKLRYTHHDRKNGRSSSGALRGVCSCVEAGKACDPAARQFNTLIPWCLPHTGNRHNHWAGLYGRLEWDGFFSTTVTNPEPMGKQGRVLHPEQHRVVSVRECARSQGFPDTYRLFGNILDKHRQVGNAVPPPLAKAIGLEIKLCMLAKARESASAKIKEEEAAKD
STEP block – STEP phosphatase inhibitors, primary screen, biochemical, fluorescence intensity, uHTS | inhibition, % at 20 µM | recombinant STEP, OMFP fluorogenic substrate | 0.25% of 360,000 active | Tyrosine-protein phosphatase non-receptor type 5 (Homo sapiens), P54829;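 active = inhibition at 20 µM, scaled per plate between control wells, above about 37%, limit read from the data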;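 also: 0% = DMSO with enzyme and substrate and 100% = substrate only without enzyme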
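System: isolated STEP enzyme; schedule: 20 min enzyme reaction at room temperature, protected from light; medium: Bis-Tris buffer pH 6.0, 2.5 mM DTT, 0.005% Tween 20; signal: fluorescence, 480/540 nm; dosing: single compound dose of 20 µM, 1% DMSO final; also added: OMFP substrate, 25 µM final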
Tb MetRS inh – T. brucei MetRS inhibitors, primary screen, biochemical, luminescence. inhibition, % at 11.9 µM. methionyl-tRNA synthetase (Trypanosoma brucei brucei). 0.4% of 360,000 active. purified T. brucei MetRS, ATP depletion, Kinase-Glo luminescence;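 active = inhibition above a per-plate cutoff of the control wells' mean inhibition plus 3 SD, cut at about 5.5% in these data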;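 also: 0% = DMSO wells median and 100% = median of wells with control inhibitor compound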
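Material: parasite MetRS enzyme / Replication: singlicate, one well per compound / Signal: luminescence of leftover ATP / Schedule: 2 h aminoacylation at 25 °C after 15 min preincubation / Medium: HEPES-MgCl2-KCl buffer plus DTT, spermine, BSA, pyrophosphatase / Doses: 11.9 µM single point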
SUMO1-SIM PPI – modulators of SUMO1 protein-protein interactions, primary screen, biochemical, uHTS; SUMO1 binding to a labelled peptide, TR-FRET, 1 h; inhibition, % at 20 µM; 0.33% of 360,000 active; Small ubiquitin-related modifier 1 (Homo sapiens), P63165; in the data active = inhibition above about 37%
An asterisk follows results filed as active; nt = no result given.

SMILES	CendR NRP1 mod	Scp-1 inhibitor	bovine MsrA act	MsrA inhibitor	E coli Lon inh	LMPTP inh	DNMT1 block	STEP block	Tb MetRS inh	SUMO1-SIM PPI
CCOC(=O)C1=C(COC(=O)c2cccs2)NC(=O)NC1C (stereo unspecified)	4.4	1.0	-2.5	-0.5	-9.9	-1.6	4.3	-1.7	-0.4	5.7
Cc1ccc(C)c(NC(=O)CN(C)C(=O)Cc2ccc(Cl)cc2Cl)c1	-17.4	-5.8	-0.6	-0.5	-3.6	-0.4	0.4	-2.2	-0.8	0.2
O=C(Nc1ccccc1Cl)c1cc(C2CCCN(S(=O)(=O)c3cccs3)C2)on1 (stereo unspecified)	0.5	nt	-1.7	-1.8	3.6	3.4	-2.3	-0.1	-0.1	1.7
CCOc1cc(OCC)cc(C(=O)Nc2cccnc2)c1	-13.8	-10.8	1.1	-1.4	-9.3	-0.9	-2.5	9.5	0.0	5.6
O=C(Cc1c(Cl)cccc1Cl)OCC(=O)c1ccc[nH]1	-0.7	nt	-3.1	0.5	-14.5	0.8	-4.1	0.6	-0.1	-1.0
CCOC(=O)C1=C(c2ccccc2)O/C(=C(\C(=O)OC)C(F)(F)F)S1	-1.4	-12.2	-1.2	-0.9	-5.9	3.5	0.3	4.8	0.5	7.7
CC(C)(C)c1ccc(OCCC(=O)OCC(=O)NC2CCS(=O)(=O)C2)cc1 (stereo unspecified)	1.3	-1.2	-1.0	0.3	-2.6	0.4	1.0	1.1	-0.1	2.1
CCCN1CCc2c(sc3nc(SCC)n(-c4ccc(OC)cc4)c(=O)c23)C1	-33.3	-5.7	-4.6	nt	-4.5	1.0	-1.5	0.3	-1.0	-7.8
Cc1ccc(CNC(=O)CCCn2c(=O)[nH]c3ccccc3c2=O)cc1	8.4	-1.1	-5.0	-1.0	1.2	-0.2	3.2	0.1	-1.3	-0.6
CCN(CC)S(=O)(=O)c1cc(C(=O)OC(C)C(=O)NCc2ccco2)ccc1C (stereo unspecified)	1.0	-5.7	-2.6	1.4	-0.2	-1.0	3.1	0.3	-0.1	2.7
O=C(Nc1ncc(Cc2cccc(Cl)c2Cl)s1)C1CCCO1 (stereo unspecified)	-2.9	2.5	-2.1	0.5	-0.8	-0.5	-2.4	-0.4	-0.2	2.9
CCc1ccc(N(CC(=O)Nc2ccccc2C(=O)N2CCCC2)S(C)(=O)=O)cc1	-2.1	3.8	-5.6	-0.9	0.3	-0.7	0.4	0.3	-0.5	5.5
Cc1ccc(NC(=O)c2ccccc2OCC(=O)Nc2ccccc2F)cc1S(=O)(=O)N(C)C	1.4	-9.8	-12.1	0.5	4.1	2.1	-7.2	-4.5	-0.7	4.5
Cc1cc(C)n2c(SCC(C)C)nnc2n1	2.9	-4.7	-0.1	-1.2	-4.9	0.8	-0.1	-1.2	-0.8	5.5
CCCc1cc(NCc2ccccn2)n2nc(C)c(-c3ccccc3)c2n1	14.1	-9.5	2.9	-0.5	0.9	3.2	0.3	-0.3	-0.6	3.6
O=C(NCCCN1CCOCC1)c1cccc(S(=O)(=O)Nc2ccccc2Cl)c1	3.9	4.6	-3.5	-1.0	2.9	-1.4	0.1	1.4	0.1	2.5
CCOc1ccccc1NC(=O)CSc1nnc(-c2cnccn2)n1C	-1.2	-9.0	-7.7	0.1	-10.8	-1.7	-4.9	-1.4	-0.6	2.0
O=C1CSC(=Nc2ccccc2)N1	-1.9	-4.8	-3.7	0.6	-0.6	-0.3	2.8	-1.0	0.2	1.5
Cc1ccccc1OCC(=O)NCC1CCCO1 (stereo unspecified)	-7.3	-2.2	-2.7	0.6	-6.0	-1.1	8.0	1.6	-0.1	1.3
Cc1ccc(Nc2ncnc3sc(C)c(C)c23)cc1C	-3.1	4.1	-1.5	0.6	-0.1	0.2	-4.0	3.4	-0.3	-1.2

Record cards, from the list above. Order of values: CendR NRP1 mod, Scp-1 inhibitor, bovine MsrA act, MsrA inhibitor, E coli Lon inh, LMPTP inh, DNMT1 block, STEP block, Tb MetRS inh, SUMO1-SIM PPI
Cc1cc(C)n2c(SCC(C)C)nnc2n1 is entered as 2.9, -4.7, -0.1, -1.2, -4.9, 0.8, -0.1, -1.2, -0.8, 5.5
O=C1CSC(=Nc2ccccc2)N1 is entered as -1.9, -4.8, -3.7, 0.6, -0.6, -0.3, 2.8, -1.0, 0.2, 1.5
O=C(NCCCN1CCOCC1)c1cccc(S(=O)(=O)Nc2ccccc2Cl)c1 is entered as 3.9, 4.6, -3.5, -1.0, 2.9, -1.4, 0.1, 1.4, 0.1, 2.5

Additional entries follow.
SMILES	CendR NRP1 mod	Scp-1 inhibitor	bovine MsrA act	MsrA inhibitor	E coli Lon inh	LMPTP inh	DNMT1 block	STEP block	Tb MetRS inh	SUMO1-SIM PPI
COc1ccc(CCNC(=O)c2cc3c(=O)n4ccccc4nc3n(CC3CCCO3)c2=N)cc1OC (stereo unspecified)	-5.2	-1.3	2.1	1.5	0.8	1.4	-4.0	-1.7	-0.3	-0.2
COc1ccc(-c2cc(C(=O)N3CCN(C(c4ccccc4)c4ccccc4)CC3)no2)cc1	-1.6	2.9	-3.2	nt	-2.0	2.6	-1.0	1.4	-0.6	-3.0
COc1cccc(CNC(=O)CCNC(=O)c2ccc(Br)o2)c1	5.4	-7.4	-1.2	-0.4	5.2	-0.1	-0.8	1.6	0.2	5.7
CCCCOc1ccc(/C=C/C(=O)OCC(=O)N2CC(=O)Nc3ccccc32)cc1OCC	-2.2	0.1	-5.6	1.4	-4.1	2.1	3.5	-1.1	-0.6	-1.0
CCOC(=O)CN1CC23C=CC(O2)C(C(=O)O)C3C1=O (stereo unspecified)	-5.9	-11.7	-1.7	-0.1	-8.7	-1.0	0.0	1.0	-0.7	-2.9
Cc1c(O)nc(SC2CC(=O)N(c3ccccc3)C2=O)[nH]c1=O (stereo unspecified)	13.5	2.5	-4.1	-1.2	-1.9	-2.5	4.0	-2.9	-0.4	24.8
Cc1ccc(NC(=O)c2sc(C)nc2C)c(C)c1	-2.5	-4.4	-0.6	-0.8	-3.8	-1.8	1.0	1.8	-0.2	3.1
CC(=O)c1ccc(NC(=S)NCC(c2ccco2)N2CCCC2)cc1 (stereo unspecified)	8.9	-3.0	-1.4	-0.1	-4.2	0.3	-0.5	3.5	-0.3	0.9
CSc1ccc(CN2CCSCC2)cc1	-4.3	-4.7	-3.1	0.1	6.4	-2.5	1.1	0.4	-1.0	2.3
CCCCN(CCCC)CCNC(=O)c1cn(CC)c2ccc(S(=O)(=O)N(C)C3CCCCC3)cc2c1=O	0.8	0.2	-1.7	1.0	3.2	1.0	2.0	-0.4	0.2	2.8
CCN(Cc1ccccc1)C(=O)c1cc2c(OC)c(OC)c(OC)cc2[nH]1	-2.0	-10.0	-3.3	0.6	-4.4	0.6	0.8	-1.3	-0.9	-1.6
COC(=O)c1c(NS(=O)(=O)c2ccc(C)cc2)sc2c1CCC(C)C2 (stereo unspecified)	-2.0	-6.2	-7.3	0.7	-0.1	3.1	1.4	0.0	-0.4	5.1
Cc1ccc(C)c(NC2=NS(=O)(=O)c3ccccc32)c1	2.7	-5.2	-2.0	-1.0	-4.4	-1.1	4.9	-1.0	-0.5	-1.1
Cc1cccc(OCC(=O)NC2CCCCCC2)c1C	6.5	4.7	-9.1	-0.8	-6.3	1.4	1.2	-1.0	0.0	2.9
N#Cc1cc(-c2ccccc2)nc(N2CCNCC2)n1	-2.8	-4.3	-4.4	-0.8	-7.6	-0.4	4.2	-1.2	-0.4	-37.1
O=C(COC(=O)c1cccs1)NCCc1ccc(F)cc1	-11.4	-3.5	0.1	1.8	-2.4	-0.9	1.6	4.7	-0.3	1.6
CCCCOCCCNC(=O)COc1ccccc1	-2.2	-5.5	3.2	-0.9	-9.1	-1.6	-1.6	-2.0	0.1	-1.0
Cc1ccc(C(=O)NCCCNC(=O)c2ccco2)cc1	5.7	-7.7	-2.1	-0.4	9.7	0.1	2.0	0.0	-0.7	6.9
O=C(Nc1ccc(S(=O)(=O)N2CCCCC2)cc1)c1ccc(CN2CCc3ccccc3C2)cc1	-2.8	6.4	-10.8	-0.4	2.5	1.9	-8.6	-2.4	-1.3	-2.8
Cc1cc(C)cc(NC(=O)N2CCCCCCC2)c1	2.3	-12.5	-3.1	-1.0	6.5	-1.4	1.5	-1.5	-0.3	-3.9
CCOc1ccc2c(c1)N(C(=O)CN1C(=O)CCC1=O)C(C)(C)C=C2C	9.9	-1.8	-6.0	-0.6	-2.1	-0.9	0.4	-3.2	0.0	-4.0
CC(=O)Nc1ccc(C(=O)Cn2nnc3ccccc3c2=O)cc1	-15.1	0.8	-1.2	0.1	3.5	-1.4	10.2	0.0	-0.6	-18.8
CCCCCNC(=O)c1cc(S(=O)(=O)N2CCCCC2)ccc1F	3.9	-12.9	-3.4	0.9	-0.8	-2.2	2.3	-3.1	-0.2	0.6
C/C(=N\N=C(c1ccccc1)c1ccccc1)c1cccs1	5.6	-3.7	-2.2	-0.2	8.8	3.0	-2.8	-0.2	-0.1	-4.6
Cc1ccnc(NC(=O)c2ccco2)n1	2.2	5.5	-0.4	-0.1	3.9	0.0	2.6	-0.4	0.3	-2.4
Cc1nc2ccc(S(=O)(=O)NCC(=O)N3CCC(N4CCCCC4)CC3)cc2s1	-2.0	-8.3	0.3	0.2	-5.0	-0.5	0.9	1.5	0.0	1.5
CCCCC1CCC(C(=O)N(CCC(C)C)c2c(N)n(CCCC)c(=O)[nH]c2=O)CC1 (stereo unspecified)	-7.4	nt	-2.8	0.7	-16.5	-0.5	18.9	-3.2	0.1	-2.6
COc1ccc(NC(=O)N2CCN(S(C)(=O)=O)CC2)cc1	-4.7	-7.3	-0.9	0.5	0.1	-0.8	2.9	0.2	0.6	0.8
CCOC(=O)C1=C(CS(=O)(=O)c2ccc(F)cc2)NC(=O)NC1c1ccc(O)c(O)c1 (stereo unspecified)	4.4	14.0	-7.6	0.3	-2.1	0.9	7.9	0.7	-0.9	-1.1
COc1ccc(NC(=O)c2cc(-c3cc(F)ccc3OC(C)C)n[nH]2)c(C)c1	9.3	nt	0.6	-0.9	-6.1	1.2	-0.5	-0.3	-0.1	4.8

From PubChem BioAssay
